Source: PubChem BioAssay
FAS TE block = blocks the thioesterase domain of human fatty acid synthase; 360,000 compounds, 0.67% hits; AID 602261; recombinant FAS-TE, OMFH fluorogenic substrate, fluorescence endpoint; inhibition, % at 15 µM;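 active = compounds whose normalised, plate-corrected inhibition of enzyme fluorescence in the single-dose primary screen is 50% or more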;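 note: 0% = DMSO with enzyme and 100% = substrate without enzyme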
Rin1-Abl PPI inh = inhibitors of human Rin1-Abl protein interaction; 360,000 compounds, 0.4% hits; AID 588664; inhibition, % at 7.35 µM; P00519+Q13671; TR-FRET Rin1/Abl binding, biochemical; in the data active = inhibition above about 5%, passing the limit was not always enough
Neddylation inh = inhibitors of human cullin neddylation; 360,000 compounds, 0.58% hits; TR-FRET cullin neddylation, biochemical; P61081+Q13564; calls only at 25 µM; in the data active = inhibition above about 36%
Target sequence (P61081 whole entry, looked up): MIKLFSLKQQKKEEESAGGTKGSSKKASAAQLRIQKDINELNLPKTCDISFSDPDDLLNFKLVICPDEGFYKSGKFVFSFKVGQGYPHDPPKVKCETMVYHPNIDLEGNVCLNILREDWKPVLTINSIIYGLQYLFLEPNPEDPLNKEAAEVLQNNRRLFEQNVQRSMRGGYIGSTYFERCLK
Target sequence (Q13564 whole entry, looked up): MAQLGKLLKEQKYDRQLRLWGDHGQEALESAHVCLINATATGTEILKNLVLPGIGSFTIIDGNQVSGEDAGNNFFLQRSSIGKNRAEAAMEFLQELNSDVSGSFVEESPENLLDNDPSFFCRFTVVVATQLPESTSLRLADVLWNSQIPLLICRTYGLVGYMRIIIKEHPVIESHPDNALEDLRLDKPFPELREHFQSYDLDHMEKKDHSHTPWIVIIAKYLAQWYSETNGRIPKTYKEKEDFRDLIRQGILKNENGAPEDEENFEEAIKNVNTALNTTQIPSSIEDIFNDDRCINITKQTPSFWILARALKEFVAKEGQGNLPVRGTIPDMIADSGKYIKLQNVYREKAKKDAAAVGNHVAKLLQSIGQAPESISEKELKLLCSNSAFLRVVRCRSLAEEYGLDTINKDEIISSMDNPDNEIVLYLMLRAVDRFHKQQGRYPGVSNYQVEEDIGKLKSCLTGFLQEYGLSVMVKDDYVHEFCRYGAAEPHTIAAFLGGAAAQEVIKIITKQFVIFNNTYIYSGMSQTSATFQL
eLon inh = inhibitors of E. coli Lon protease; 360,000 compounds, 0.42% hits; purified E. coli Lon protease, fluorescence polarization; inhibition, % at 7.94 µM; in the data active = inhibition above about 13%, passing the limit was not always enough;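 note: 0% = enzyme with probe and DMSO and 100% = no enzyme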
MsrA inhibitor = inhibitors of bovine MsrA. AID 651718. inhibition, % at 15.5 µM. purified bovine MsrA, absorbance read-out. 360,000 compounds, 0.75% hits; in the data active = inhibition above about 4.5%;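 note: 0% = vehicle wells with enzyme and 100% = reference inhibitor wells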
TbMetRS inhib = blocks T. brucei methionyl-tRNA synthetase activity; purified T. brucei MetRS, ATP depletion, Kinase-Glo luminescence; inhibition, % at 11.9 µM; 360,000 compounds, 0.4% hits; AID 624268;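 active = inhibition above a per-plate cutoff of the control wells' mean inhibition plus 3 SD, cut at about 5.5% in these data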;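 note: 0% = DMSO wells median and 100% = median of wells with control inhibitor compound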
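Material – parasite MetRS enzyme · Medium – HEPES-MgCl2-KCl buffer plus DTT, spermine, BSA, pyrophosphatase · Reagent – ATP, methionine and E. coli bulk tRNA substrates · Times – 15 min enzyme-compound preincubation, 2 h reaction, 10 min detection, 25 °C · Measured by – luminescence of leftover ATP · Evaluation – percent inhibition relative to median high and low control wells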
CSN deneddyl inh = blocks human CSN-mediated cullin deneddylation. Q92905. Purified CSN, SCF-Nedd8-OG deneddylation, fluorescence polarization. inhibition, % at 12.5 µM. 360,000 compounds, 0.38% hits;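 active = pattern-corrected inhibition above about 35%, with an unprinted fluorescence ratio check between 0.5 and 1.5, limit read from the data, passing the limit was not always enough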;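 note: 0% = enzyme with substrate and 100% = substrate without enzyme; some results filed as inactive read as strong as hits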
Target sequence (Q92905 whole entry, looked up, one chain of several): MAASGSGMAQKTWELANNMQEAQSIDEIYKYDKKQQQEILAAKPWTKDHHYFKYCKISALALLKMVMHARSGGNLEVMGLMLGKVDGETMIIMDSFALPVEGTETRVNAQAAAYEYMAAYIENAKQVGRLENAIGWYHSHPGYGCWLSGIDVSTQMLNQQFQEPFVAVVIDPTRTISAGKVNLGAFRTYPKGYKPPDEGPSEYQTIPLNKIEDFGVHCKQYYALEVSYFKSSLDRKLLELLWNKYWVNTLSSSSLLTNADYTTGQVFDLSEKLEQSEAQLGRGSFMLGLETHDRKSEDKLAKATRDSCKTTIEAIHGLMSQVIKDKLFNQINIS
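Test system: purified human Csn5 enzyme expressed in HEK293T cells. Amount: 0.24 nM enzyme. Reagent: SCFSkp2-Nedd8OG substrate at 10 nM final. Schedule: 90 min incubation of compound, enzyme and substrate at room temperature. Detection: fluorescence polarization. Read-out: % inhibition of substrate cleavage by Csn5.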
MLLE-PAM2 inh = blocks PAM2 peptide binding to the PABP1 MLLE domain. GST-MLLE / FITC-PAM2 fluorescence polarization. AID 588489. inhibition, % at 20 µM. P11940. 360,000 compounds, 0.36% hits; in the data active = inhibition above about 35%, passing the limit was not always enough;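 note: plate controls were DMSO wells with GST-MLLE for no effect and wells lacking GST-MLLE protein for full effect; some results filed as inactive read as strong as hits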
bovine MsrA act = bovine methionine sulfoxide reductase A activation; activation, % at 10.6 µM; AID 602163; purified bovine MsrA, absorbance read-out; 360,000 compounds, 0.3% hits; in the data active = activation above about 7.5%;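 note: 0% = vehicle and 100% = reference activator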
An asterisk follows results filed as active; i = inactive; · = no result given; + = active, no number.

A first look (five entries):
Each structure is followed by: FAS TE block, Rin1-Abl PPI inh, Neddylation inh, eLon inh, MsrA inhibitor, TbMetRS inhib, CSN deneddyl inh, MLLE-PAM2 inh, bovine MsrA act
- Cc1cccc(OCCC(=O)NCC(=O)Nc2c(C)cccc2C)c1
→ -10.7, -0.1, i, 4.4, 0.1, -0.2, 0.2, 6.5, -4.3
- COC(c1ccccc1)c1nnc(CCC(=O)NCCCc2ccccc2)o1 (centres undefined)
→ -3.7, -0.6, i, -2.6, 0.7, -0.1, -17.6, 1.1, -0.1
- O=C(N/N=C/c1cc(Cl)cc([N+](=O)[O-])c1O)C(O)(c1ccccc1)c1ccccc1
→ 20.2, 1.8, i, 4.5, 1.9, -0.3, -4.6, -0.2, -0.2
- COc1ccc(S(=O)(=O)NC(=O)C2(C)CCN2C(=O)CC2CCCC2)cc1 (centres undefined)
→ -10.5, -0.6, i, -7.3, 0.8, 0.3, 2.6, -8.9, -5.4
- CC1CCN(C(=O)C2CCCN2S(=O)(=O)c2ccc(Cl)cc2)CC1 (centres undefined)
→ -4.2, -3.0, i, -2.6, 0.1, -0.2, -2.6, -5.7, -2.1

Results, repeating the preview:
Each structure is followed by: FAS TE block, Rin1-Abl PPI inh, Neddylation inh, eLon inh, MsrA inhibitor, TbMetRS inhib, CSN deneddyl inh, MLLE-PAM2 inh, bovine MsrA act
- Cc1cccc(OCCC(=O)NCC(=O)Nc2c(C)cccc2C)c1
→ -10.7, -0.1, i, 4.4, 0.1, -0.2, 0.2, 6.5, -4.3
- COC(c1ccccc1)c1nnc(CCC(=O)NCCCc2ccccc2)o1 (centres undefined)
→ -3.7, -0.6, i, -2.6, 0.7, -0.1, -17.6, 1.1, -0.1
- O=C(N/N=C/c1cc(Cl)cc([N+](=O)[O-])c1O)C(O)(c1ccccc1)c1ccccc1
→ 20.2, 1.8, i, 4.5, 1.9, -0.3, -4.6, -0.2, -0.2
- COc1ccc(S(=O)(=O)NC(=O)C2(C)CCN2C(=O)CC2CCCC2)cc1 (centres undefined)
→ -10.5, -0.6, i, -7.3, 0.8, 0.3, 2.6, -8.9, -5.4
- CC1CCN(C(=O)C2CCCN2S(=O)(=O)c2ccc(Cl)cc2)CC1 (centres undefined)
→ -4.2, -3.0, i, -2.6, 0.1, -0.2, -2.6, -5.7, -2.1
- Nc1oc2ccccc2c(=O)c1-c1ccc2c(c1)OCO2
→ -6.6, -3.0, i, -1.3, 0.3, -1.1, -1.0, -5.1, 2.0
- CC1=NNC(=O)C1CC(=O)N/N=C(\C)c1ccco1 (centres undefined)
→ -6.0, -0.6, i, -6.2, 1.4, -0.6, -3.3, 9.2, -3.5
- Cc1cc2ncn(C(=O)N3CCCCCC3)c2cc1C
→ -6.3, 0.8, i, -4.7, 0.4, 0.1, 1.9, 4.4, -4.2
- Cc1cc(=O)n2nc(N3CCC(C(=O)N4CCN(Cc5ccccc5)CC4)CC3)sc2n1
→ -6.9, -2.6, i, -1.3, -1.0, 0.9, -1.0, 3.1, -0.4
- CC1=[N+](C)c2ccc3ccccc3c2C1(C)C
→ 10.6, 1.9, +, 4.0, -0.6, -1.1, 5.1, -101.1, -3.8
- CCCNC(=O)COC(=O)c1cc2c(=O)n3ccccc3nc2s1
→ -8.6, -0.5, ·, 1.0, 0.8, 0.2, -9.9, 21.5, -4.7
- CCN(CC)C(=O)COc1ccc(/C(C)=N/NC(=O)c2ccccc2-n2cccc2)cc1
→ -0.7, 2.1, i, -11.5, 0.1, -0.3, -6.4, 6.3, -3.7
- CCCOc1ccc(N2CC(C(=O)NC3=NCCS3)CC2=O)cc1 (centres undefined)
→ -1.0, 1.4, i, 4.4, -0.4, -0.5, 3.8, 9.2, -8.5
- CC(/C=C1\SC(=S)N(c2ccc(C(=O)O)cc2)C1=O)=C\c1ccccc1
→ 90.3*, -1.0, i, -5.2, 1.7, -0.5, 30.5, 11.4, -10.6
- N#Cc1c(Cl)nsc1NCCN1CCOCC1
→ -4.6, -0.2, i, -0.7, 0.0, -1.2, -2.5, -10.5, -5.1
- COc1ccc(C23CC4CC(CC(C4)C2)C3)cc1C(=O)NCCN(C)C
→ 2.5, 2.4, i, -2.1, -0.2, 0.6, 3.4, 0.5, 0.6
- COc1cccc(Nc2nc(-c3cccc(N4C(=O)c5ccccc5C4=O)c3)cs2)c1
→ 15.5, -1.9, i, 2.4, 0.2, -0.5, 1.2, -5.8, -7.7
- COCCn1c(C)cc(C(=O)COC(=O)/C=C/c2ccc(OC)cc2OC)c1C
→ 17.3, -0.4, i, -3.1, 2.4, -0.1, 1.4, -10.9, -4.9
- CCCn1cnc2c(=O)oc3ccccc3c21
→ -8.1, 1.5, i, -9.1, -1.6, -0.8, -1.5, 4.2, -13.4
- CCOc1c(Nc2ccccc2O)c(=O)c1=O
→ -5.7, -0.8, i, 3.9, 1.3, -0.5, 2.9, 21.0, -3.5
- COCCCNS(=O)(=O)c1ccc(Cl)c(C(F)(F)F)c1
→ 2.8, -3.1, i, 5.9, 0.2, -0.2, -0.8, 5.6, -3.8
- Cc1ccccc1N1CCN(C(=O)C2CCCCC2)CC1
→ 3.2, -0.1, i, -2.0, 0.2, -1.6, -7.9, -1.3, -10.6
- Cc1cccc(C(=O)O/N=C(\N)c2cccc([N+](=O)[O-])c2)c1
→ 25.2, 1.9, i, 5.8, ·, -0.6, -4.6, -8.5, -12.6
- COc1ccc(CCN2CN(S(=O)(=O)c3ccc(C)cc3)c3nc4ccccc4nc32)cc1OC
→ 22.5, 0.4, i, -4.2, 0.6, 0.6, -6.1, -0.7, -4.1
- COc1ccc(NC(C)=O)cc1NC(=O)CN1CCN(c2ccccn2)CC1
→ -7.7, -1.3, i, 4.3, ·, -0.8, -1.9, 13.8, -3.5
- O=C(O)CSc1nnc(-c2ccc(Cl)cc2Cl)n1Cc1ccccc1
→ -6.4, 1.9, i, -5.0, -0.7, 0.3, -6.6, -103.8, 0.8
- CC(NC(=O)c1ccccc1Cl)NC(=O)c1ccccc1Cl
→ -8.9, 0.4, i, 3.5, 1.4, -0.6, -2.7, -9.8, -5.3
- CCOC(=S)SCC(=O)N1CCc2ccccc2C1C1C(=O)CC(C)(C)CC1=O (centres undefined)
→ -3.8, 3.6, i, 2.6, 1.4, -0.1, -4.0, 26.9, -2.6
- COCCn1nnnc1CN1CCC(C)CC1
→ -5.4, 1.5, i, -5.1, 0.8, -0.2, -3.5, 3.5, -1.4
- O=C(Nc1c2c(nn1-c1ccc(F)cc1)CS(=O)(=O)C2)C1CCCC1
→ -4.3, 5.9, i, -8.6, 0.2, -0.3, 1.1, -5.7, -4.4
- OCCNc1ccc(Cl)cc1
→ -8.4, 0.0, i, 1.0, -0.1, 0.5, 1.7, 5.3, 0.0
- O=S(=O)(Nc1c(S(=O)(=O)c2ccccc2)c2nc3ccccc3nc2n1C1CCCCC1)c1ccccc1
→ 19.0, 9.8*, i, -1.4, 1.1, 1.4, 58.2*, -0.4, -5.5
- N/C(=N\OS(=O)(=O)c1ccccc1)c1ccccn1
→ -7.5, -0.2, i, -13.2, 0.0, -0.4, -3.3, -2.0, -0.2
- O=C(O)CC(SCC(=O)Nc1ccc(S(=O)(=O)N2CCCC2)cc1)C(=O)O (centres undefined)
→ -12.7, -1.6, i, 17.4*, 0.5, -0.1, -8.1, 40.0*, -2.4
- Cc1ccc(S(=O)(=O)C[C@@H]2OC[C@H](C)N2S(=O)(=O)c2ccc(C)cc2)cc1
→ ·, ·, i, ·, 1.4, -0.3, -0.4, ·, ·
- COc1cc(NC(=O)CCn2c(=S)[nH]c3ccccc3c2=O)cc(OC)c1OC
→ -5.1, -2.7, i, 1.1, 0.1, -0.1, 3.5, -97.3, 0.4
- COC(=O)c1cc(NC(=O)CN(c2cccc(OC)c2)S(=O)(=O)c2ccccc2)ccc1Cl
→ 41.7, 1.6, i, -8.7, 0.8, 0.0, -3.4, -8.6, -4.7
- O=C(CCN=C1NS(=O)(=O)c2ccccc21)OCc1nnc(-c2ccc([N+](=O)[O-])cc2)o1
→ 5.9, -0.9, i, -5.1, -0.6, 0.1, -1.3, 7.2, -1.6
- N#CCSc1nnc2sc3ccccc3n12
→ -2.4, 1.9, i, -8.7, -0.1, 0.3, -0.7, -11.8, -0.5
- Cc1nc(NC(=O)CSc2nccn2C)sc1C(=O)N(C)C
→ -3.6, 1.5, i, -0.8, -1.6, -0.6, 2.5, 8.9, -2.0
- CC(C)CC(=O)NC1(C(F)(F)F)C(=O)Nc2c1c(=O)[nH]c(=O)n2Cc1ccco1 (centres undefined)
→ -2.1, 0.0, i, -1.6, -0.6, -0.1, -0.4, -7.2, -3.7
- C/C=C/n1ccnc1CC(O)(c1ccccc1)c1ccc(C)cc1 (centres undefined)
→ 12.6, -0.1, i, 0.2, -1.5, -0.1, -0.3, 3.0, -3.5
- COc1ccccc1NS(=O)(=O)c1ccc2c(c1)CCN2C(=O)CCC(=O)O
→ -9.1, 4.0, i, -5.6, -0.2, -0.6, -2.6, -5.2, -4.3
- C=CCN1C=CC(=C/C=C(/C#N)C(=O)OCC)C=C1
→ -66.1, -30.4, i, i, -0.7, -2.1, 164.3, -160.3, -3.6
- O=C(Nc1cccc2ccccc12)c1ccccc1NS(=O)(=O)c1cccc2cccnc12
→ -10.0, 0.3, i, 1.7, 0.1, -0.1, -3.7, 0.8, -3.0
- CN1CCN(C(=O)c2cnn(-c3ccccc3)c2NC(=O)c2ccccc2Br)CC1
→ -7.2, 0.1, i, -2.2, -0.4, -0.3, -1.3, 12.3, -0.6
- Cc1cc(-c2csc(N)n2)c(C)n1C
→ -81.7, 4.7, i, 16.2*, -0.7, 0.5, -1.9, 21.8, -0.3
- CN(C)C(=S)NC(=S)Nc1ccc2ccccc2c1
→ 14.0, -3.2, i, -5.0, 1.1, -0.1, -1.7, -118.0, 0.1
- CC(=O)N1CCN(Cc2nc3cc(NC(=O)c4ccc(Cl)cc4)ccc3n2C)CC1
→ -9.8, -1.5, i, -3.0, 1.3, -1.1, 5.2, 2.1, -9.2
- Cc1ccc(C2NC(=S)NC3=C2N2CCC3CC2)cc1 (centres undefined)
→ -7.7, 0.6, i, 3.4, 0.2, -1.7, 3.0, -101.5, -6.5

Next section
Each structure is followed by: FAS TE block, Rin1-Abl PPI inh, Neddylation inh, eLon inh, MsrA inhibitor, TbMetRS inhib, CSN deneddyl inh, MLLE-PAM2 inh, bovine MsrA act
- Cc1ccc(-c2ccccc2C2=CC(=O)CC(C)(C)C2=O)cc1
→ 14.0, 2.8, i, -5.3, 0.5, -1.3, -2.1, -1.0, -7.0
- CC(=O)Nc1cccc(OCC(=O)Nc2ccc(F)cc2)c1
→ -8.0, -0.1, i, -10.2, 1.2, -0.4, -4.8, 7.3, -5.7
- CC(Oc1ccccc1)C(=O)Nc1cc(Cl)ccc1-n1cncn1 (centres undefined)
→ 2.6, 3.2, i, -3.2, -0.2, -0.4, 7.3, -18.9, -1.5
- COCCN1C(=O)CCC1(C)C(=O)Nc1ccc2ccccc2c1 (centres undefined)
→ -4.9, 3.5, i, -7.3, 0.2, -0.5, 3.2, 9.5, -1.8
- Cc1ccc(-n2cnc3c(=O)[nH]cnc32)cc1
→ -8.5, 1.1, i, -6.5, -0.7, 0.2, 2.8, -8.6, -3.1
- Cc1nc2cc(NC(=O)COc3ccc(C#N)cc3)ccc2n1-c1ccccc1
→ -1.2, 4.1, i, -2.6, 0.8, -0.8, -1.1, -6.1, -5.7
- CSc1ccccc1C(=O)NCCS(=O)(=O)N1CCN(c2ccc(F)cc2)CC1
→ -4.6, 3.5, i, 5.8, 0.5, -0.2, -7.8, 7.9, -3.0
